Screening data deposited in PubChem BioAssay by The Scripps Research Institute Molecular Screening Center.
M1 ag – activates human CHRM1 receptor. 360,000 tested, 0.33% active. CHO-K1 hM1, Fluo-8 calcium fluorescence, agonist mode; 0% DMSO, 100% acetylcholine EC100. activation, % at 3 µM;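 active means activation above the run's mean compound activation plus 3 SD, cut at about 16% in these data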;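 further: peak over basal fluorescence ratio within a 140 s kinetic read after compound addition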
CHRM1 PAM – human CHRM1 positive allosteric modulation | P11229 | CHO-K1 hM1, Fluo-8 calcium fluorescence, ACh EC20; 0% = ACh EC20, 100% = maximal ACh | activation, % at 3 µM | 360,000 tested, 0.088% active | AID 588819; in the data active means activation above about 19%, passing the limit was not always enough
TAAR1 agonist – human TAAR1 agonism. Q96RJ0. CHO RD-HGA16 TAAR1, Fluo-8 calcium fluorescence; vehicle wells 0%, saturating PEA agonist 100%. activation, % at 3 µM. 360,000 tested, 0.99% active;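 active means activation above the mean activation of all test compounds in the run plus 3 SD, cut at about 38% in these data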
Target sequence (Q96RJ0 whole entry, looked up): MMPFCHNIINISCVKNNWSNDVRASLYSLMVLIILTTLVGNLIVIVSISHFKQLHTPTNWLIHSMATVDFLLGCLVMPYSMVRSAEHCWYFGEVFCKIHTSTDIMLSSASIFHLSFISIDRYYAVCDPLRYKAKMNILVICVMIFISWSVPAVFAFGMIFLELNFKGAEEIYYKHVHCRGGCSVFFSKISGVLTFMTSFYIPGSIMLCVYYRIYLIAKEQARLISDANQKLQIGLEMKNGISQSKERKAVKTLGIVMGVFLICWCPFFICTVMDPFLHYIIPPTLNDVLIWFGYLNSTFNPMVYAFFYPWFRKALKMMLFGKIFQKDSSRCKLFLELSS
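Test system: RD-HGA16 (CHO) cells co-expressing Gα16 and hTAAR1 | Doses: Single dose, 3 µM | Schedule: 17-24 h seeding, 75 min 37 °C dye, 30 min RT | Evaluation: % activation from peak over basal fluorescence ratio, DMSO-to-PEA scaled | Technique: Kinetic Fluo-8 calcium fluorescence | Benchmarks: Low control DMSO, high control PEA (EC100)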
M5 ag – agonists of human muscarinic M5 receptor (CHRM5); P08912; CHO-K1 hM5 cells, Fluo-8 calcium fluorescence; 0% DMSO wells, 100% maximal acetylcholine response; activation, % at 3 µM; 360,000 tested, 0.19% active;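 active means activation above the run's mean over test compounds plus 3 SD, cut at about 23% in these data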;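 further: signal is peak over basal fluorescence ratio across the kinetic read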
Target sequence (P08912 whole entry, looked up): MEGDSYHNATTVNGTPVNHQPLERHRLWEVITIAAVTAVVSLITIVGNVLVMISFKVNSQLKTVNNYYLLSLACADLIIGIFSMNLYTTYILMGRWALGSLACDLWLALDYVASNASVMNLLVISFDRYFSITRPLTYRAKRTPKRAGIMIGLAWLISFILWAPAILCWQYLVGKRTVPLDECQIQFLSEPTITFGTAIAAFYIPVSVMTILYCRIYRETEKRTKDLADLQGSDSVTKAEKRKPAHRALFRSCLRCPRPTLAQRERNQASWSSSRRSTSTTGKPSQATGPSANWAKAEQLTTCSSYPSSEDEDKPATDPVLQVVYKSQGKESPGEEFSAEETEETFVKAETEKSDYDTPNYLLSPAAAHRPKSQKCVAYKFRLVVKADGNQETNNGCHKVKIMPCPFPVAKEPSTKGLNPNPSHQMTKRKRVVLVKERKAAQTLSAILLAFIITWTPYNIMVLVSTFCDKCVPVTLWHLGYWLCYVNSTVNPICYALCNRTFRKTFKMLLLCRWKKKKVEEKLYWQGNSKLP
CHRM4 antagonist – antagonists of human muscarinic M4 receptor (CHRM4); CHO-hM4 cells, ACh EC80, Fluo-8 calcium fluorescence; inhibition, % at 3 µM; 360,000 tested, 0.73% active;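 active means inhibition above its plate's cutoff, the mean inhibition of sample wells plus 3 SD, cut at about 27% in these data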;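 further: 0% = acetylcholine EC80 with DMSO and 100% = DMSO without agonist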
M4 ag – agonists of human muscarinic M4 receptor (CHRM4); 360,000 tested, 0.14% active; activation, % at 3 µM; AID 624127; CHO-K1 hM4/Gqi5, Fluo-8 calcium fluorescence; vehicle 0%, full acetylcholine response 100%;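 active means activation above the run mean over all test wells plus 3 SD, cut at about 32% in these data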;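 further: peak over basal fluorescence ratio per well then scaled between controls; 0% = DMSO wells and 100% = acetylcholine at EC100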
M5 PAM – potentiates acetylcholine response at human M5 receptor; 360,000 tested, 0.3% active; AID 624038; activation, % at 3 µM; P08912; CHO-K1 hM5, Fluo-8 calcium, ACh EC20 PAM; 0% = ACh EC20, 100% = ACh EC100;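 active means activation above the run cutoff, the mean activation of all test compounds plus 3 SD, cut at about 18% in these data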
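Replicates: One well per compound, no replicates | System: Human M5 receptor in CHO-K1 cells | Benchmarks: Low control EC20 acetylcholine (0%), high control EC100 acetylcholine (100%) | Probe or stimulus: Acetylcholine, EC20 level | Times: Fluo-8 loading 80 min at 37 °C plus 30 min room temperature | Signal: Intracellular calcium via Fluo-8 fluorescence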
M1 antag – blocks human M1 muscarinic receptor. P11229. CHO-K1 hM1, Fluo-8 calcium fluorescence, ACh EC80 antagonist. inhibition, % at 3 µM. 360,000 tested, 1.3% active. AID 588852;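 active means percent inhibition above its own plate's cutoff, namely the mean of that plate's compound wells plus 3 SD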;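 further: peak over basal fluorescence ratio during 140 s after agonist addition; 0% = ACh EC80 plus DMSO and 100% = DMSO alone without agonist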
CHRM5 antagonist – blocks acetylcholine activation of human M5 receptor; 360,000 tested, 0.59% active; CHO-hM5 cells, Fluo-8 calcium fluorescence, ACh EC80; inhibition, % at 3 µM;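 active means inhibition above a per-plate cutoff, the mean of that plate's test compounds plus 3 SD, cut at about 27% in these data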;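 further: 0% = acetylcholine EC80 with DMSO and 100% = DMSO without agonist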
Numbers without * were called inactive; . = no result given.

nr	structure	CHRM1 PAM	CHRM5 antagonist	TAAR1 agonist	M5 PAM	CHRM4 antagonist	M1 antag	M1 ag	M4 ag	M5 ag
1	Cc1ccc(C(=O)NCc2ccc(F)cc2)cc1NC1=NC2CS(=O)(=O)CC2S1 (stereo unspecified)	5	-1	1	2	-2	-6	0	1	2
2	CCC(=O)Nc1c(C)ccc2nsnc12	6	-2	10	1	6	-7	-1	0	0
3	CCc1ccc(CNC(=O)c2ccc(OC3CCN(C(C)=O)CC3)c(OC)c2)nc1	16	7	1	-1	-9	-18	-2	0	-5
4	CCOc1ccc(N2C(=O)CC(N3CC(C)OC(C)C3)C2=O)cc1 (stereo unspecified)	11	-5	1	3	2	-4	-4	0	-1
5	Cc1cccc2cc3c(nc12)SC(=NCC1CCCO1)N(Cc1ccco1)C3 (stereo unspecified)	-7	-5	.	6	11	-6	-3	-1	-1
6	Cc1nc(NC(=O)c2c(-c3ccccc3)noc2C)sc1C(=O)N(C)C	15	-4	3	2	-11	-12	-1	1	-5
7	COC(=O)c1c(-c2cc(OC)cc(OC)c2)sc2ccc(OC)cc12	5	-3	1	-5	-2	-8	-1	-1	-2
8	O=C1OC(c2ccc(O)cc2)(c2ccccc2O)c2ccccc21 (stereo unspecified)	8	17	1	5	1	-6	-4	2	-8
9	CCCCCOC(=O)C1=C(C)NC(=O)NC1c1ccc([N+](=O)[O-])cc1 (stereo unspecified)	10	-1	6	5	-2	-10	-1	-1	2
10	O=C(NC(=S)N1CCN(c2ccc(F)cc2)CC1)c1cccs1	9	-5	5	-4	-10	-12	-7	1	1
11	c1ccc2c(-n3cnnn3)cccc2c1	1	0	10	4	0	3	-4	0	1
12	Cc1ccc(Oc2ncccc2NC(=O)CCCC(=O)O)c2c1CCC2	-6	9	1	-3	1	21	-3	0	-4
13	CC1(C)CC(=O)c2cnc(NC(=O)CSC(=S)N3CCCCC3)nc2C1	23	6	16	6	3	-20	-3	0	4
14	COCCNC(=O)c1ccccc1NC(=O)c1ccc(OC)c(OC)c1	3	2	6	-11	-22	1	-1	8	-2
15	Fc1ccc(NC(=S)N/N=C/c2cccc(Br)c2)c(F)c1	7	1	21	-2	-7	-17	-7	-2	-4
16	C[C@H]1CN([C@@H](C)CO)C(=O)CCCn2cc(nn2)CO[C@@H]1CN(C)C(=O)c1ccncc1	5	9	0	-2	-3	-7	-3	1	2
17	O=C(NCc1ccccn1)C1Nc2ccc(OC(F)(F)F)cc2C2C=CCC12 (stereo unspecified)	12	8	0	-4	-11	-8	-3	1	5
18	COCCn1c(SCc2ccccc2Cl)nc2c1c(=O)[nH]c(=O)n2C	-4	-9	8	0	-5	-29	-1	2	-1
19	O=C(COc1ccc(Br)cc1)OCC(=O)c1ccc[nH]1	13	1	0	-2	-8	-17	-2	1	-1
20	O=C(O)c1ccc(-n2c(=O)c3ccccc3c3ccccc3c2=O)cc1	-12	2	4	-4	6	11	-3	-1	-2
21	O=C(CCCN=C1NS(=O)(=O)c2ccccc21)OCc1ccc(F)cc1	11	0	18	0	-11	-11	3	6	8
22	CC1=NN(C(C#N)c2ccc(F)cc2)C(c2ccccc2)C1 (stereo unspecified)	9	-7	-1	1	-4	-17	-3	1	2
23	CCOC(=O)c1[nH]c(C)c(C(=O)NC2CCCCC2)c1C	0	5	0	-5	3	-2	-3	0	-1
24	COc1ccccc1N1C[C@@H]2C[C@@H](c3ccco3)N3CCC[C@@]23C1=O	3	0	1	-2	-9	0	-16	2	-5
25	CC(C(=O)NC1CCCCCC1)c1ccc([N+](=O)[O-])cc1 (stereo unspecified)	5	7	2	0	-10	-8	-6	1	-6

One compound at a time, as listed above. Order of values: CHRM1 PAM, CHRM5 antagonist, TAAR1 agonist, M5 PAM, CHRM4 antagonist, M1 antag, M1 ag, M4 ag, M5 ag
CCOC(=O)c1[nH]c(C)c(C(=O)NC2CCCCC2)c1C is entered as 0, 5, 0, -5, 3, -2, -3, 0, -1
Cc1ccc(C(=O)NCc2ccc(F)cc2)cc1NC1=NC2CS(=O)(=O)CC2S1 (stereo unspecified) is entered as 5, -1, 1, 2, -2, -6, 0, 1, 2
CCc1ccc(CNC(=O)c2ccc(OC3CCN(C(C)=O)CC3)c(OC)c2)nc1 is entered as 16, 7, 1, -1, -9, -18, -2, 0, -5
COC(=O)c1c(-c2cc(OC)cc(OC)c2)sc2ccc(OC)cc12 is entered as 5, -3, 1, -5, -2, -8, -1, -1, -2
Fc1ccc(NC(=S)N/N=C/c2cccc(Br)c2)c(F)c1 is entered as 7, 1, 21, -2, -7, -17, -7, -2, -4

(cont.)
nr	structure	CHRM1 PAM	CHRM5 antagonist	TAAR1 agonist	M5 PAM	CHRM4 antagonist	M1 antag	M1 ag	M4 ag	M5 ag
26	O=C1CC(c2ccc(F)cc2)Sc2ccccc2N1 (stereo unspecified)	9	-4	11	1	11	-6	-4	-1	-1
27	COc1ccc(CCNCC(=O)N2C(C)CCCC2C)cc1OC (stereo unspecified)	13	-10	0	0	0	-12	-14	1	-3
28	CCC(=O)Nc1cccc(-c2nc3ccccc3o2)c1	8	3	11	-12	-10	-8	-4	4	-5
29	C#Cc1ccc([C@@H]2C=C(C(=O)O)O[C@H](OCCCCO)C2)cc1	-2	14	4	-7	-2	5	1	20	1
30	O=C1CCN(Cc2ccc(O)cc2)CCN1[C@H](CO)c1ccccc1	5	19	3	-6	10	-1	-11	2	-4
31	O=C(CN1C(=O)S/C(=C\c2ccccc2F)C1=O)NCCCn1ccnc1	5	-5	5	7	-12	-9	-5	1	-5
32	CCCSC1=C(C#N)C(c2ccc(Cl)cc2Cl)CC(=O)N1 (stereo unspecified)	-6	3	13	-3	-7	-3	-7	2	1
33	CCOC(=O)C1CCCN(Cc2nc(N)nc(Nc3ccccc3OC)n2)C1 (stereo unspecified)	15	-1	6	-3	-2	-9	20*	0	3
34	COc1ccccc1N1CCN(C(c2ccccc2Cl)c2nnnn2C(C)(C)C)CC1 (stereo unspecified)	-1	0	.	1	19	-14	-3	0	-4
35	NNC(=O)COc1ccc(F)cc1	-5	8	6	-1	12	10	-2	0	-1
36	Cc1ccc(N(CC(=O)N/N=C/c2cccnc2)S(=O)(=O)c2ccccc2)cc1	1	5	8	-4	8	-1	-8	1	0
37	O=C(CSc1ccccc1)N1CCN(S(=O)(=O)c2ccccc2)CC1	4	16	1	-3	-2	-8	-2	4	-4
38	CC1CC(C)CN(C(=O)Cn2c(=O)n(CCCCC(=O)NC3CCCC3)c(=O)c3ccccc32)C1 (stereo unspecified)	4	1	3	1	-10	-25	-5	0	-1
39	COc1cccc(C(=O)OCCCN(C)C)c1	1	4	7	0	-13	-12	-7	1	-7
40	Cc1cccc2cc(CN(CCCO)C(=O)Nc3ccccc3Cl)c(=O)[nH]c12	2	-3	12	-5	1	4	-3	2	4
41	O=C(Nc1ccc(F)cc1F)c1cccc(S(=O)(=O)N2CCCCC2)c1	8	7	6	3	-10	-8	-2	5	1
42	O=C(Nc1nnc(S(=O)(=O)Cc2ccc(F)cc2)s1)c1ccccc1F	12	0	5	1	5	-8	4	6	4
43	CC(=O)c1c[nH]c(C(=O)NCC2CCCO2)c1 (stereo unspecified)	6	-1	7	1	1	5	-4	0	1
44	COc1ccc(OC)c(NC(=O)CN2C(=O)c3ccccc3S2(=O)=O)c1	4	-4	16	-1	-5	-3	-2	1	2

A different layout for 2 compounds above.
37. O=C(CSc1ccccc1)N1CCN(S(=O)(=O)c2ccccc2)CC1
  CHRM1 PAM: 4
  CHRM5 antagonist: 16
  TAAR1 agonist: 1
  M5 PAM: -3
  CHRM4 antagonist: -2
  M1 antag: -8
  M1 ag: -2
  M4 ag: 4
  M5 ag: -4

38. CC1CC(C)CN(C(=O)Cn2c(=O)n(CCCCC(=O)NC3CCCC3)c(=O)c3ccccc32)C1 (stereo unspecified)
  CHRM1 PAM: 4
  CHRM5 antagonist: 1
  TAAR1 agonist: 3
  M5 PAM: 1
  CHRM4 antagonist: -10
  M1 antag: -25
  M1 ag: -5
  M4 ag: 0
  M5 ag: -1

Not all compounds are listed; rates above refer to the full screens.
